Screens (PubChem)
Growth percent in the NCI-60 one-dose screen (48 h, 10 µM unless noted): 100 = growth as untreated, 0 = no growth, -100 = all killed.
A549/ATCC – A549/ATCC NSCLC | 81,000 compounds, 3.7% hits
SR – SR leukemia cells; 73,000 compounds, 8.7% hits; AID 1794780
MOLT-4 – MOLT-4 leukemia cells | AID 1794779 | 80,000 compounds, 6.9% hits
HOP-92 – HOP-92 NSCLC cells. 71,000 compounds, 6.3% hits. AID 1794738
CCRF-CEM – CCRF-CEM leukemia; 77,000 compounds, 7% hits
HOP-62 – HOP-62 NSCLC | 80,000 compounds, 3.9% hits | AID 1794735
RPMI-8226 – RPMI-8226 leukemia cells; 77,000 compounds, 7.5% hits; AID 1794781
EKVX – EKVX NSCLC; 71,000 compounds, 3% hits; AID 1794765
The depositor's hits bear a star; & = joins results of further samples. The calls were made as follows: active = growth percent below 10; inactive = the rest.

Results for C[C@@H]1CN2CN(c3ccc(C(=O)O)c(O)c3)CN3C2C2N(C[C@@H]3C)CN(c3ccc(C(=O)O)c(O)c3)CN21 (stereo not given in full) ?
A549/ATCC: 107; SR: 84; MOLT-4: 53; HOP-92: 101; CCRF-CEM: 110; HOP-62: 100; RPMI-8226: 105; EKVX: 103

Results for O=C1CCNC(=O)N1OS(=O)(=O)c1ccccc1 ?
A549/ATCC: 103; SR: 92; MOLT-4: 88; HOP-62: 91; EKVX: 107

Results for CCn1cc(C(=O)O)c(=O)c2cc(F)c(N3CCN(C(=O)c4ccc(Br)cc4)C(C)C3)c(F)c21 (stereo not given) ?
A549/ATCC: 99; SR: 99; MOLT-4: 119; HOP-92: 106; CCRF-CEM: 102; HOP-62: 94; RPMI-8226: 107; EKVX: 106

What do the screens show for `C=C(Br)COc1ccc2c(C)cc(=O)oc2c1`?
A549/ATCC: 86; SR: 67; MOLT-4: 83; HOP-92: 93; CCRF-CEM: 95; HOP-62: 102; RPMI-8226: 98; EKVX: 86

How did O=CNCC(=O)O do in these assays?
A549/ATCC: 100; SR: 103; MOLT-4: 110; HOP-92: 91; CCRF-CEM: 106; HOP-62: 100

Results for CN1C(=O)c2ccccc2S1(=O)=O ?
A549/ATCC: 106; SR: 97; MOLT-4: 104; HOP-92: 92; CCRF-CEM: 99; HOP-62: 106; RPMI-8226: 104; EKVX: 103

Results for COc1ccc(-c2cnc3ncnn3c2-c2cc(OC)c(OC)c(OC)c2)cc1 ?
A549/ATCC: 104; MOLT-4: 97; HOP-92: 96; CCRF-CEM: 97; HOP-62: 113; RPMI-8226: 104

Results for CC(C)Cc1ccc(CC(C)C)c(OCCOCCN(C)C)c1 ?
A549/ATCC: 98; MOLT-4: 115; CCRF-CEM: 81; HOP-62: 95; RPMI-8226: 67; EKVX: 90

What do the screens show for `CC(=O)Oc1cc(C)ccc1C`?
SR: 95; MOLT-4: 107; HOP-92: 110; CCRF-CEM: 105; HOP-62: 91; RPMI-8226: 109; EKVX: 97

What do the screens show for `COc1ccc(-c2c(NC(C)=O)noc2-c2cccc(OC)c2)cc1`?
A549/ATCC: 94; SR: 94; MOLT-4: 94; HOP-92: 96; CCRF-CEM: 107; HOP-62: 102; RPMI-8226: 102

Results for COc1nc2c(c(=O)[nH]1)C(c1cc3cc(C)ccc3[nH]c1=O)C1=C(CC(C)(C)CC1=O)N2 (stereo not given) ?
A549/ATCC: 82; SR: 98; HOP-92: 88; CCRF-CEM: 120; HOP-62: 86; RPMI-8226: 111; EKVX: 99

How did CN(NC(=O)C(=O)NCc1ccco1)C(=O)Nc1ccc(Cl)cc1 do in these assays?
A549/ATCC: 108; SR: 93; MOLT-4: 88; HOP-92: 102; CCRF-CEM: 96; HOP-62: 107; RPMI-8226: 96

Results for NC(=S)c1csc(CCNC(=O)c2ccccc2)n1 ?
A549/ATCC: 90; SR: 107; MOLT-4: 102; HOP-92: 97; CCRF-CEM: 90; HOP-62: 109; RPMI-8226: 102; EKVX: 115

Results for CC(O)CN1CC(C)N(CC(C)O)CC1C (stereo not given) ?
A549/ATCC: 95; SR: 89; MOLT-4: 90; CCRF-CEM: 93; HOP-62: 115; RPMI-8226: 102; EKVX: 98

What do the screens show for `Cc1ccc2nc(C)c(-c3nnc(SCc4ccc(Br)cc4)o3)n2c1`?
A549/ATCC: 83; MOLT-4: 82; HOP-92: 73; CCRF-CEM: 84; HOP-62: 86; RPMI-8226: 62; EKVX: 73

How did O=C(CSc1ncc(-c2ccccc2)n1-c1ccccc1)Nc1ccc(-c2nc3ccccc3s2)cc1 do in these assays?
A549/ATCC: 20; SR: 73; MOLT-4: 67; HOP-92: 96; CCRF-CEM: 84; HOP-62: 73; RPMI-8226: 65; EKVX: 103

How did Cn1cc(-c2cc3nc(-c4c[nH]c5ccc(Cl)cc45)cc(N)n3n2)c2ccccc21 do in these assays?
A549/ATCC: -75*; SR: 5.3*; MOLT-4: -36*; HOP-92: -77*; CCRF-CEM: -21*; HOP-62: -72*; RPMI-8226: -39*; EKVX: -89*

Results for CC(C)C[C@H](NC(=O)[C@@H]1CCCCCCCCCCC(=O)N[C@@H](CC(=O)N2CCC[C@@H]2C2CCCC2)C(=O)N1)B(O)O ?
A549/ATCC: 1.5*; SR: -14*; MOLT-4: -20*; HOP-92: -63*; CCRF-CEM: 44; HOP-62: -15*; RPMI-8226: 22; EKVX: -39*

What do the screens show for `N#Cc1c(-c2ccc(Cl)cc2)nc(SCc2ccccc2)[nH]c1=O`?
A549/ATCC: 106; SR: 103; MOLT-4: 108; HOP-92: 45; CCRF-CEM: 92; HOP-62: 96; RPMI-8226: 106; EKVX: 109

What do the screens show for `O=C1/C(=C/c2cccc(O)c2)Oc2cc(O)ccc21`?
A549/ATCC: 104; SR: 112; MOLT-4: 101; HOP-92: 90; CCRF-CEM: 99; HOP-62: 101; RPMI-8226: 105; EKVX: 94

Results for CCOC(=O)C1CCCN1C(=O)C1(NC(C)=O)CCCC1 (stereo not given) ?
A549/ATCC: 101; SR: 102; MOLT-4: 116; HOP-92: 85; CCRF-CEM: 97; RPMI-8226: 96; EKVX: 100

Results for COc1ccc(N2C(N)=NC(N)=NC2(C)C)cc1 ?
A549/ATCC: 28; SR: 84; MOLT-4: 88; HOP-92: 87; CCRF-CEM: 86; HOP-62: 92; RPMI-8226: 94; EKVX: 89

How did Cc1[nH]c(C2CC(c3ccccc3)=NN2c2ccc(Cl)cc2)c(C)c1C(=O)O (stereo not given) do in these assays?
A549/ATCC: 98; SR: 99; MOLT-4: 95; HOP-92: 120; CCRF-CEM: 98; HOP-62: 106; RPMI-8226: 101; EKVX: 90

Results for COc1cc(C2C=C(c3ccc4c(c3)OCO4)NC(=S)N2)cc(OC)c1OC (stereo not given) ?
A549/ATCC: 77; SR: 68; MOLT-4: 76; HOP-92: 63; CCRF-CEM: 69; HOP-62: 96; RPMI-8226: 58; EKVX: 85

How did CCC(=O)Oc1ccc(/C(=C(/C)Cc2cccc(OC)c2)c2ccc(OCCN(C)C)cc2)cc1 do in these assays?
A549/ATCC: 98; SR: -0.9*; MOLT-4: 68; HOP-92: 67; CCRF-CEM: 43; HOP-62: 108; RPMI-8226: 71; EKVX: 94

What do the screens show for `NC(N)=N/N=C/c1ccccc1`?
A549/ATCC: 97; SR: 96; MOLT-4: 95; HOP-92: 96; CCRF-CEM: 85; HOP-62: 101; RPMI-8226: 89

What do the screens show for `NS(=O)(=O)c1ccc(-n2ncc3c(Nc4ccccc4)ncnc32)cc1`?
A549/ATCC: 76; MOLT-4: 69; HOP-92: 18; CCRF-CEM: 87; HOP-62: 114; RPMI-8226: 53; EKVX: 121

How did CNC(=O)c1ccc(-c2cnc3ncc(Cc4ccc5ncccc5c4)n3n2)cc1F do in these assays?
A549/ATCC: 90&81; SR: 65&80; MOLT-4: 87&88; HOP-92: 55&85; CCRF-CEM: 94&102; HOP-62: 84&92; RPMI-8226: 80&97; EKVX: 87&109

What do the screens show for `Oc1c(CN2CCCC2)cc(COCc2ccc(Br)cc2)c2cccnc12`?
A549/ATCC: 4.9*; SR: 3.1*; MOLT-4: -8.2*; HOP-92: 28; HOP-62: -4.9*; RPMI-8226: 1.0*; EKVX: 27

What do the screens show for `Nc1ccc2c3c(cccc13)C(=O)OC2=O`?
A549/ATCC: 101; SR: 94; MOLT-4: 62; HOP-92: 92; CCRF-CEM: 110; HOP-62: 106; RPMI-8226: 107; EKVX: 112

What do the screens show for `COc1ccc(CCl)cc1[N+](=O)[O-]`?
A549/ATCC: 86; SR: 95; MOLT-4: 89; HOP-92: 78; CCRF-CEM: 98; HOP-62: 72; RPMI-8226: 84; EKVX: 95

What do the screens show for `COCC(C)OC(=O)c1ccccc1Cl` (stereo not given)?
A549/ATCC: 110; SR: 92; MOLT-4: 94; CCRF-CEM: 103; RPMI-8226: 112; EKVX: 114

Results for CC(C)(C)c1cc2c(O)c(c1)Cc1cc(C(C)(C)C)cc(c1O)Cc1cc(C(C)(C)C)cc(c1O)Cc1cc(C(C)(C)C)cc(c1O)C2 ?
A549/ATCC: 98; SR: 104; MOLT-4: 119; HOP-92: 90; CCRF-CEM: 92; HOP-62: 106; RPMI-8226: 97; EKVX: 96

What do the screens show for `N=C(N)c1ccc(-c2ccc(-c3ccc(F)cc3)o2)o1`?
A549/ATCC: 1.4*; SR: -8.2*; MOLT-4: 8.1*; HOP-92: 16; CCRF-CEM: 2.4*; HOP-62: 38; RPMI-8226: -2.3*; EKVX: 48

Results for COc1cc(CNC(=O)/C=C/c2ccc3c(c2)OCO3)ccc1OCc1cn(-c2ccc(Cl)cc2)nn1 ?
A549/ATCC: 88; SR: 66; MOLT-4: 70; HOP-92: 108; CCRF-CEM: 86; HOP-62: 88; RPMI-8226: 55; EKVX: 48

How did C1CCCc2c(-c3noc4c3CCCCCC4)noc2CC1 do in these assays?
A549/ATCC: 101; SR: 97; MOLT-4: 111; HOP-92: 88; CCRF-CEM: 24; HOP-62: 105; RPMI-8226: 113; EKVX: 102

How did CCOC(=O)c1c(CCC(=O)O)c[nH]c1C(=O)O do in these assays?
A549/ATCC: 91; SR: 89; MOLT-4: 93; HOP-92: 90; CCRF-CEM: 95; HOP-62: 90; RPMI-8226: 94; EKVX: 101

What do the screens show for `COc1ccc(/C=C/C(=O)c2cccc(Nc3nc(Cl)nc4cc(OC)c(OC)cc34)c2)cc1`?
A549/ATCC: 93; SR: 37; MOLT-4: 55; HOP-92: 86; CCRF-CEM: 70; HOP-62: 105; RPMI-8226: 19; EKVX: 83

How did C[C@@H]1CC[C@@]2(C)C(C(=O)O)=CCC[C@@H]2[C@@]1(C)CC(=O)c1ccoc1 do in these assays?
A549/ATCC: 94; SR: 105; MOLT-4: 118; HOP-92: 104; CCRF-CEM: 117; HOP-62: 100; RPMI-8226: 112; EKVX: 103

What do the screens show for `O=C(OCC1OC(c2ccccc2)OC1C1OC(c2ccccc2)OC1COC(=O)c1ccccc1)c1ccccc1` (stereo not given)?
A549/ATCC: 85; SR: 86; MOLT-4: 90; HOP-92: 93; CCRF-CEM: 102; HOP-62: 88; RPMI-8226: 103

How did COc1cc(-c2cc(-c3nc4cc(F)ccc4nc3C)nc(N)n2)cc(OC)c1OC do in these assays?
A549/ATCC: 105; SR: 48; MOLT-4: 91; HOP-92: 106; HOP-62: 99; RPMI-8226: 106; EKVX: 101

Results for CCCCCCCC1(C)NC(=O)NC1=O (stereo not given) ?
A549/ATCC: 122; SR: 97; MOLT-4: 106; CCRF-CEM: 94; HOP-62: 102; EKVX: 105

How did COc1cc(-c2cc(-c3ccc(Nc4nc(Nc5ccccc5)nc(Nc5ccc(Cl)cc5)n4)cc3)nc(N)n2)cc(OC)c1OC do in these assays?
A549/ATCC: 79; MOLT-4: 38; HOP-92: 42; CCRF-CEM: 28; HOP-62: 47; RPMI-8226: 40; EKVX: 59

An excerpt from above in order of number of heavy atoms, falling.
Results for CC(C)(C)c1cc2c(O)c(c1)Cc1cc(C(C)(C)C)cc(c1O)Cc1cc(C(C)(C)C)cc(c1O)Cc1cc(C(C)(C)C)cc(c1O)C2 ?
A549/ATCC: 98; SR: 104; MOLT-4: 119; HOP-92: 90; CCRF-CEM: 92; HOP-62: 106; RPMI-8226: 97; EKVX: 96

How did COc1cc(-c2cc(-c3ccc(Nc4nc(Nc5ccccc5)nc(Nc5ccc(Cl)cc5)n4)cc3)nc(N)n2)cc(OC)c1OC do in these assays?
A549/ATCC: 79; MOLT-4: 38; HOP-92: 42; CCRF-CEM: 28; HOP-62: 47; RPMI-8226: 40; EKVX: 59

What do the screens show for `O=C(OCC1OC(c2ccccc2)OC1C1OC(c2ccccc2)OC1COC(=O)c1ccccc1)c1ccccc1` (stereo not given)?
A549/ATCC: 85; SR: 86; MOLT-4: 90; HOP-92: 93; CCRF-CEM: 102; HOP-62: 88; RPMI-8226: 103

Results for COc1cc(CNC(=O)/C=C/c2ccc3c(c2)OCO3)ccc1OCc1cn(-c2ccc(Cl)cc2)nn1 ?
A549/ATCC: 88; SR: 66; MOLT-4: 70; HOP-92: 108; CCRF-CEM: 86; HOP-62: 88; RPMI-8226: 55; EKVX: 48

What do the screens show for `COc1ccc(/C=C/C(=O)c2cccc(Nc3nc(Cl)nc4cc(OC)c(OC)cc34)c2)cc1`?
A549/ATCC: 93; SR: 37; MOLT-4: 55; HOP-92: 86; CCRF-CEM: 70; HOP-62: 105; RPMI-8226: 19; EKVX: 83

How did COc1cc(-c2cc(-c3nc4cc(F)ccc4nc3C)nc(N)n2)cc(OC)c1OC do in these assays?
A549/ATCC: 105; SR: 48; MOLT-4: 91; HOP-92: 106; HOP-62: 99; RPMI-8226: 106; EKVX: 101

How did C[C@@H]1CC[C@@]2(C)C(C(=O)O)=CCC[C@@H]2[C@@]1(C)CC(=O)c1ccoc1 do in these assays?
A549/ATCC: 94; SR: 105; MOLT-4: 118; HOP-92: 104; CCRF-CEM: 117; HOP-62: 100; RPMI-8226: 112; EKVX: 103

What do the screens show for `N=C(N)c1ccc(-c2ccc(-c3ccc(F)cc3)o2)o1`?
A549/ATCC: 1.4*; SR: -8.2*; MOLT-4: 8.1*; HOP-92: 16; CCRF-CEM: 2.4*; HOP-62: 38; RPMI-8226: -2.3*; EKVX: 48

How did CCOC(=O)c1c(CCC(=O)O)c[nH]c1C(=O)O do in these assays?
A549/ATCC: 91; SR: 89; MOLT-4: 93; HOP-92: 90; CCRF-CEM: 95; HOP-62: 90; RPMI-8226: 94; EKVX: 101

What do the screens show for `COc1ccc(CCl)cc1[N+](=O)[O-]`?
A549/ATCC: 86; SR: 95; MOLT-4: 89; HOP-92: 78; CCRF-CEM: 98; HOP-62: 72; RPMI-8226: 84; EKVX: 95
